# SMN2 splice up – SMN2 splice variant enhancement; Potency, µM (highest dose often 46.1 µM), for the others: top-dose activity change, positive = activation, actives largely listed as activators; AID 1458; HEK293 SMN2-luciferase splicing reporter, luminescence, 30-36 h; hit rate 2.8% among 210,000; also: % of control where 0% means no effect; nearly all actives have a fitted effect of over 55% in size
#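 HEK293 cells carry an SMN2 […]–luciferase reporter in which exon 7 inclusion puts luciferase in frame. Cells were plated 10-12 h before compound addition, then incubated 30-36 h at 37C. ONE-Glo luminescence was read; sodium butyrate at 4.5 mM final served as control.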
# TR SRC2 fluor cs – Texas Red fluorescence interference in TRb-SRC2 counter-screen. TRb/SRC2 Texas Red total fluorescence interference. Potency, µM (titrated, usually from 106 µM), inactives show at the top dose fluorescence change, negative = quenching. hit rate 0.29% among 280,000; active = well fitted curve in either direction with a large enough effect; inconclusive = small, poorly fitted or top-dose-only effect; also: % is scaled to controls: 0 for no effect and ±100 for the full control effect
#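 Flags fluorescent or light-absorbing compounds by total fluorescence, S + 2P, at 555 nm excitation and 632 nm emission. Mixture: 20 nM Texas Red SRC2 peptide, 0.6 uM human TRb LBD, 1 uM T3, 5% DMSO; compound exposure 5 h at ambient temperature.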
# RGS12 GoLoco inh – blocks human Gai1 binding to RGS12 GoLoco peptide, red readout; P63096; Gai1:RGS12 GoLoco peptide FP, rhodamine, 10 min; Potency, µM (highest dose often 61.6 µM), inactives show at the top dose activity, negative = inhibition, usual class: inhibitors; hit rate 0.44% among 230,000; AID 880; active = well fitted inhibition curve with a large enough effect, not every such curve was filed as active; inactive = no such curve, though single readings can be large or run the other way; also: % is scaled to controls: 0 for no effect and ±100 for the full control effect; nearly all actives have a fitted effect of over 30% in size; many of its hits are not listed in these tables
# ALDH1A1 block – ALDH1A1 (human) enzyme inhibition; Potency, µM (titrated, usually from 75.3 µM), for inactives: at the highest dose activity, negative = inhibition, most hits filed as inhibitors; P00352; Purified ALDH1A1, NADH fluorescence, propionaldehyde substrate; hit rate 7.3% among 220,000; AID 1030; active = well fitted inhibition curve with a large enough effect, not every such curve was filed as active; inconclusive = small, poorly fitted or top-dose-only effect, or another doubt; inactive = no such curve, though single readings can be large or run the other way;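 also: plate controls were no enzyme wells and a reference inhibitor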
# RECQ1 helicase – blocks DNA unwinding by human RECQ1; P46063; RECQ1 DNA unwinding, red fluorescence kinetic read; Potency, µM (doses to about 57.3 µM), inactives show at the highest dose activity, negative = inhibition, hits mostly inhibitors; hit rate 0.54% among 240,000; AID 2549;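 also: plate controls were vehicle for no effect and no enzyme for full effect; nearly all actives have a fitted effect of over 30% in size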
#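 50 nM RECQ1T1 preincubated 15 min with compound in Tris pH 8.0 buffer with MgCl2, DTT, Tween-20 and 2.5 ug/ml poly(dI-dC); started with 200 nM TAMRA/BHQ-2 forked duplex and 2 mM ATP. Unwinding read as fluorescence (525/598 nm), two reads 2 h apart.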
# LMNA splice mod – LMNA splicing modulation; AID 1487; HeLa LMNA splicing GFP/RFP minigene ratio, 48 h; hit rate 0.01% among 200,000; Potency, µM (top dose mostly 46.1 µM), for the others: at the top dose ratio change, negative = inhibition, hits mostly inhibitors; active = well fitted inhibition curve with a large enough effect in the signal ratio, with a control signal flat, not every such curve was filed as active; inconclusive = small, poorly fitted or top-dose-only effect, or effect the other way, or a change in a side signal; the % refers to the signal ratio; also: % is scaled to controls: 0 for no effect and ±100 for the full control effect
#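 Read-out is the ratio of GFP to DsRed2 object intensity, acquired by 488 nm laser-scanning cytometry on HeLa lamin A-EGFP minigene reporter cells. Compound incubation 48 hrs at 37 °C in Opti-MEM with 2% FBS; DMSO 0.5% final.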
# KDM4E inh – inhibitors of human JMJD2E histone demethylase; B2RXH2; JMJD2E catalytic domain, FDH-coupled NADH fluorescence (FDH is formaldehyde dehydrogenase); Potency, µM (titrated, usually from 57.1 µM), inactives show at the top dose activity change, negative = inhibition, actives largely listed as inhibitors; hit rate 1.6% among 230,000; active = well fitted inhibition curve with a large enough effect, not every such curve was filed as active; inconclusive = small, poorly fitted or top-dose-only effect, or another doubt; inactive = no such curve, though single readings can be large or run the other way;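 also: 0% = wells with enzyme and -100% = buffer wells without enzyme; nearly all actives have a fitted effect of over 50% in size; many of its hits are not listed in these tables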
# Target sequence (B2RXH2 1-337 limits assumed): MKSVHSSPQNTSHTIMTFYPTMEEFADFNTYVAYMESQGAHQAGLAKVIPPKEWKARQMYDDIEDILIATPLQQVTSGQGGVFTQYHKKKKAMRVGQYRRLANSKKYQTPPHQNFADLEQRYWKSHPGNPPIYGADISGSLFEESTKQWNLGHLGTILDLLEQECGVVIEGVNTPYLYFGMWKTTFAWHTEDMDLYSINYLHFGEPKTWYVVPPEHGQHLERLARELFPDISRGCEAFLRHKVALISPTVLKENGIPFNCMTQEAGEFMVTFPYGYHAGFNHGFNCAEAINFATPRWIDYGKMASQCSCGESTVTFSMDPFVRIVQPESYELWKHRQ
# TRb-SRC2 inh – disrupts binding of human TR beta to SRC2 | P10828 | TRbeta-SRC2 peptide binding, fluorescence polarization; receptor liganded with 1 µM T3 | Potency, µM (top dose mostly 106 µM), inactives show at the top dose activity change, negative = inhibition, actives largely listed as inhibitors | hit rate 0.065% among 280,000 | AID 1469;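 also: plate controls were bound peptide for no effect and peptide without receptor for full effect; nearly all actives have a fitted effect of over 50% in size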
# Target sequence (P10828 whole entry, looked up): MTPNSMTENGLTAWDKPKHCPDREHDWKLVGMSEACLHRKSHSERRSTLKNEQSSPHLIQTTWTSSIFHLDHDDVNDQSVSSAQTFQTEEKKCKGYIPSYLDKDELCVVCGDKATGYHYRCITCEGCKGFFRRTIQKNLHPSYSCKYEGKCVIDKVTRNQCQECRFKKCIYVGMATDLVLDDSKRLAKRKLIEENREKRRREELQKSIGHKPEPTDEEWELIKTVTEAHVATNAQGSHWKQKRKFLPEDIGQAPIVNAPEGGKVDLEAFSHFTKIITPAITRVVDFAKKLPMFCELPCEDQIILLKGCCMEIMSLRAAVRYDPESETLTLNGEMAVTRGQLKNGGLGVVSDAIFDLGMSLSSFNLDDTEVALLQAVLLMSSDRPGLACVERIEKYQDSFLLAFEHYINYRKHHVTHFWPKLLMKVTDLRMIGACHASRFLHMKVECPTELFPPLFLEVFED
#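 Binding of a 20-amino-acid Texas Red SRC2 peptide (20 nM) to TRb ligand-binding domain (0.6 uM) with agonist T3 at 1 uM was followed by fluorescence polarization after a 5 hr room-temperature incubation.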
# * hit, by the source's call; i = inactive; ? = inconclusive; / = not tested or not shown; [ ] = another dose, or the depositor's remark. Unless noted, calls follow the shape of the dose curve; as a rule, active = well fitted curve in the direction sought with a large enough effect; inconclusive = small, poorly fitted or top-dose-only effect, or another doubt; inactive = no such curve, though single readings can be large; an effect the other way counts as inactive or inconclusive. Potency is read from the fitted curve at half-maximal effect. The list is partial. The share of hits here may be higher or lower than overall.
No.	smiles	SMN2 splice up	TR SRC2 fluor cs	RGS12 GoLoco inh	ALDH1A1 block	RECQ1 helicase	LMNA splice mod	KDM4E inh	TRb-SRC2 inh
1	O=C(Nc1ccon1)C1CCN(S(=O)(=O)c2cccs2)CC1	-23%	-5%	2%	-9%	-1%	-11%	6%	-2%
2	O=C(Nc1ccc(Cl)cc1)Nc1cccc(C(=O)O)c1	/	-1%[53 µM]	-20%	7%	i	/	-5%	-10%[53 µM]
3	O=C1CCCC(O)=C1C1C2=C(CCCC2=O)OC2=C1C(=O)CCC2	-6%	-1%	-2%	6%	i	28%[46 µM]	0%	-5%
4	Cc1ccc(-c2n[nH]c(=O)c3ccccc23)cc1S(=O)(=O)Nc1ccccc1	/	-4%	/	-1%	-1%	-19%	0%	-3%
5	Cc1oc2c(CN3CCCC3)c(O)ccc2c(=O)c1Oc1ccccc1Br	-12%	-1%	13%	?	-1%	-11%	?	2%
6	S=c1[nH]nc(CNc2cccc(Cl)c2)o1	3%	-5%	3%	32µM*	i	/	?	-7%
7	CCC(=O)Nc1nnc(Sc2ccc(N(C)C)cc2)s1	-5%	-1%	-7%	-3%	-8%	?	0%	8%
8	CCOc1cc(CNc2ccc3c(c2)CCC3)ccc1O	-43%	2%	-9%	?	i	3%	-6%	4%
9	COc1ccc(OC)c(C2CC(=O)c3c([nH]c(C(=O)OCC4CCCO4)c3C)C2)c1 (configuration not stated)	-17%	-1%	-9%	?	0%	?	-5%	-7%
10	CCCN1CN(Cc2ccccc2)CC2=C1CC(C)(C)CC2=O	-2%	3%	2%	7.9µM*	-6%	7%	?	-22%
11	CSCC[C@H](NC(=O)OC(C)(C)C)C(=O)N/N=C/c1cccc2nccnc12	/	-4%	2%	/	-8%	/	?	-1%
12	CC(C)C(=O)NC(C)C(c1cccs1)N1CCN(C)CC1 (configuration not stated)	8%	-3%	10%	12%	-4%	4%	-3%	6%
13	O=C(NC1CC1)C1=C[C@H](c2csc3ccccc23)C[C@H](OCCCCO)O1	/	-3%	3%	-3%	-6%	/	-6%	5%
14	CC(C)(C)C(=O)Cn1nc(Cl)nc1Cl	-1%	1%	0%	8%	i	/	-3%	-3%
15	COc1cccc(-c2noc(-c3ccc(Cl)nc3)n2)c1	?	-2%	1%	5%	i	/	-2%	-3%
16	COC(=O)c1ccccc1S(=O)(=O)N1CCc2nc(COc3ccccc3)c3c(c2C1)CO[C@@H](C)C3	-7%[9.22 µM]	-2%[11.2 µM]	5%[14.2 µM]	-7%[13.5 µM]	i[11.5 µM]	-13%[9.22 µM]	2%[11.4 µM]	-3%[11.2 µM]
17	O=S(=O)(c1ccccc1C(F)(F)F)N1CCC(n2cnc3ccccc32)CC1	-7%	-1%	6%	5%	-3%	-5%	5%	1%
18	N#CC(C(=O)C1CCCCC1)c1nc2ccccc2[nH]1 (configuration not stated)	-25%	1%	5%	?	-3%	11%	?	0%
19	O=C(/C=C/c1ccccc1Cl)NC(=S)Nc1ccccc1C(=O)NC1CCCCC1	11%	0%	11%	22µM*	-2%	2%	7%	4%
20	O=C(C#Cc1cccc([N+](=O)[O-])c1)c1ccccc1	-11%	-3%	-5%	3.5µM*	-17%	-4%	-5%	1%
21	O=C1CCCS(=O)(=O)c2ccccc21	/	-1%[53 µM]	5%	8%	-14%	-2%[46 µM]	1%	-5%[53 µM]
22	CC1=CCC(C(=O)O)(C(=O)N/N=C/c2cccnc2)C(c2ccccc2)C1 (configuration not stated)	18%	1%	2%	1%	-7%	-8%[46 µM]	?	1%
23	Cc1cc2nnn(-c3nnc(-c4ccccc4)c4ccccc34)c2cc1C	-20%	-3%	0%	15%	-6%	11%	19%	1%
24	CCOC(=O)C1CCCN(Cc2nc(Cc3cccc(F)c3)no2)C1 (configuration not stated)	/	-3%	7%	3%	i	?	-41%	6%
25	Cc1nc2cc(NC(=O)COc3ccccc3C#N)ccc2n1-c1ccccc1	-22%	-4%	3%	?	-11%	?	-4%	-1%
26	CCCCCCCCCOC1OC(CO)C(O)C(O)C1NC(C)=O (configuration not stated)	16%[1.84 µM]	-2%	-2%	2%	0%	9%	0%	5%
27	CC1(C)NC(=O)N(CCCCOc2cccc(C(F)(F)F)c2)C1=O	-16%	-1%	8%	4%	i	?	4%	-8%
28	CCOC(=O)C1CCN(C(=O)/C(C)=C\c2ccccc2)CC1	?	-8%	22%	-4%	i	/	1%	-4%
29	CC(C)CCCCCCNC(=S)Nc1ccc(S(=O)(=O)N2CCOCC2)cc1	-36%[inhibitor]	-2%[53 µM]	1%	?	40µM*	?	-5%	0%[53 µM]
30	Cc1cc(S(=O)(=O)Nc2c(C(=O)O)[nH]c3ccccc23)ccc1F	-23%	1%	-6%	?	6%	-7%	1%	-13%
31	C[C@@H]1C=CCC(=O)OC[C@H](C)C(=O)OC[C@H]2O[C@H]1C=C[C@@H]2O	/	-3%[11.2 µM]	/	1%[13.5 µM]	-6%[11.5 µM]	/	/	-2%[11.2 µM]
32	O=C(NCc1ccc(F)cc1)c1cnc2sccn2c1=O	-5%	-8%	-2%	?	1%	-6%	?	-9%
33	O=C(CP(=O)(c1ccccc1)c1ccccc1)Nc1nc2ccccc2s1	/	4%	-4%	/	-14%	/	-4%	10%
34	CC1CCC2C(C1)Nc1c(C(=O)O)cccc1C2(C)C (configuration not stated)	3%	-5%	11%	?	i	/	?	3%
35	O=C(Cc1ccc(-n2c(=O)c3ccccc3n(Cc3ccccc3F)c2=O)cc1)NCC1CCCO1 (configuration not stated)	-15%	-1%	2%	-4%	-3%	4%	-15%	17%
36	Cc1cc(C2C(=O)C(C(=O)c3ccc(Cl)cc3)C(=O)CC2(C)C)on1 (configuration not stated)	18%	-1%	3%	?	-2%	2%	-2%	-14%
37	COc1ccc(Cn2c(=O)[nH]c3cc(C(=O)NC4CCCC4)ccc3c2=O)cc1	8%	-1%	-14%	?	-7%	12%[46 µM]	3%	2%
38	CCCCn1c(=O)n(CC(=O)Nc2ccc(C)c(Cl)c2)c(=O)c2c1ncn2Cc1ccco1	5%	-1%	32%[activator]	-3%	-2%	9%	6%	0%
39	O=C(NCC1CCCO1)c1ccc(Cn2c(=S)[nH]c3ccccc3c2=O)cc1 (configuration not stated)	1%	-1%	11%	-9%	-19%	16%[46 µM]	1%	-1%
40	COc1cc(Cl)c(C)cc1NC(=O)CN(C)Cc1cccc(OC)c1OC	-30%[inhibitor]	1%	3%	?	i	?	6%	-9%
41	CCCn1c(SCCC(=O)O)nc2ccccc21	/	-1%	1%	5%	2%	11%[46 µM]	6%	5%
42	COc1ccccc1N1CCN(C(=O)CSc2nnc(NC(=O)C(C)C)s2)CC1	/	-1%	-9%	8.9µM*	5%	?	?	-1%
43	Cc1oc(-c2cccs2)nc1CS(=O)CC(=O)NCCCN1CC(C)CC(C)C1 (configuration not stated)	4%	0%	6%	20%	-8%	2%	5%	11%
44	CCOc1ccc(S(=O)(=O)N(C)c2ccc(OCC(=O)NCc3cccnc3)cc2)cc1	-4%	0%	9%	?	-5%	-14%[46 µM]	-3%	-7%
45	NC(=O)[C@@H]1CC2(CC(c3cccc(NC(=O)CC(c4ccccc4)c4ccccc4)c3)=NO2)CN1C(=O)c1ccc(Cl)cc1 (some centres not stated)	/	-2%	-1%	/	i	/	7%	-1%
46	Cc1ncsc1CCSc1n[nH]c(=O)n1-c1ccccc1	-31%[inhibitor]	2%	1%	?	-4%	10%	8%	1%
47	CSc1nc2ccc(NS(=O)(=O)c3ccc4c(c3)OCCO4)cc2s1	-34%[inhibitor]	1%	-1%	-3%	-2%	?	-2%	0%
48	CCOC(=O)c1[nH]nc2c1C(=O)N(Cc1ccccc1)C2=O	26%	2%	4%	?	i	?	-6%	-3%
49	COc1cc(NC(=O)CN2C(=O)CN(C)C2=O)c(C)cc1[N+](=O)[O-]	2%	1%	-4%	-7%	i	16%[46 µM]	-15%	3%
50	COc1cccc(CN(C)C(=O)c2cc(COc3c(F)cccc3F)on2)c1	/	-1%	-3%	?	-3%	?	-17%	0%

# Later entries.
No.	smiles	SMN2 splice up	TR SRC2 fluor cs	RGS12 GoLoco inh	ALDH1A1 block	RECQ1 helicase	LMNA splice mod	KDM4E inh	TRb-SRC2 inh
51	CCc1nnc(NC(=O)CCC(=O)NCCc2ccc(OC)c(OC)c2)s1	2%	-2%[53 µM]	4%	-3%	-11%	5%	-2%	0%[53 µM]
52	CC1(C)CC(=O)C2=C(C1)N(Cc1cccnc1)C(=O)C2(NC(=O)c1cccnc1)C(F)(F)F (configuration not stated)	1%	-6%	-3%	3%	-9%	-7%	-3%	3%
53	O=C(C[n+]1ccc(C(=O)N/N=C/c2ccc(Cl)cc2Cl)cc1)c1ccccc1	6%	1%	-3%	?	-7%	-6%	3%	6%
54	Cc1ccc(C2OC34CCCCCC3C(C#N)(C(=N)O4)C2(C#N)C#N)cc1 (configuration not stated)	20%	1%	10%	?	-8%	-11%	?	-1%
55	COC(=O)c1cc2c(ccn2-c2ccc(F)cc2)n1Cc1ccc(OC(C)=O)cc1	-43%[inhibitor]	-1%	1%	-4%	-4%	-6%	1%	3%
56	CCCC(C(=O)NCc1ccco1)N(C(=O)CNS(=O)(=O)c1ccc(Cl)cc1)C1CCCC1 (configuration not stated)	0%	-2%	6%	4%	-12%	7%	5%	0%
57	c1cncc(-c2nc(-c3ccco3)cs2)c1	?	-18%	21%	1.3µM*	-15%	?	-29%	8%
58	C/C=C(\C)C(=O)N1CC2(CC(c3cccc(NC(=O)CCCCC)c3)=NO2)C[C@@H]1C(N)=O (some centres not stated)	/	-1%	7%	/	-6%	/	-8%	-7%
59	COCCN(C(=O)CSc1nc2nc(C)cc(C)n2n1)c1c(N)n(Cc2ccccc2)c(=O)[nH]c1=O	-6%	-1%	8%	-3%	1%	15%[46 µM]	-8%	9%
60	N#CCSCC(=O)Nc1ccc(Cl)cc1	2%	-1%	-2%	?	-8%	-8%	-4%	1%
61	O=C(Cn1nnc(-c2ccccc2)n1)c1ccccc1	-14%	5%	0%	3%	i	2%	0%	2%
